Screens (PubChem BioAssay)
Bcl-B displacement: displacers of TR3 peptide from Bcl-B, primary screen, selectivity assay for Bfl-1 inhibitor project, biochemical, fluorescence polarization. Bcl-2-like protein 10 (Homo sapiens). FP displacement of FITC-TR3 peptide from Bcl-B; higher % means a stronger effect. AID 748, 2007. 0.11% of 96,000 active. displacement, % at 20 µM, or IC50 in µM where a hit was titrated;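 active = displacement above 50% at 20 µM plus a fluorescence interference ratio under 1.5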;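 note: plate controls were wells without compound for no effect and wells lacking Bcl-B protein for full effect; a part of the inactive calls stands beside numbers as strong as those of hits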
MRP reversal: reversal of MRP1-mediated doxorubicin resistance, primary screen, H69AR cells, doxorubicin co-treatment; AID 602, 2007; H69AR cells + 2 uM doxorubicin, CellTiter-Glo, 72 h; 0.04% of 85,000 active; differential viability (reversal), % at 10 µM;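 active = viability drop by adding the cancer drug above about 55%, with treated viability meeting a 40% cutoff, limit read from the data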;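 note: viability without doxorubicin minus viability with 2 µM doxorubicin for each compound; larger differential means the compound sensitizes cells more to doxorubicin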
IL1B NFkB inh: inhibitors of IL-1B driven NFkB p65 nuclear import, primary screen, imaging, HUVEC, IL-1B stimulus, high-content imaging; HUVEC IL-1B NFkB p65 nuclear translocation imaging; inhibition, % at 2 µM; 0.43% of 94,000 active;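 active = inhibition above about 30% together with a positive call from visual inspection of the well image, limit read from the data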;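 note: nuclear over cytoplasmic p65 intensity ratio measured by imaging; 0% = IL-1B stimulated DMSO wells and 100% = unstimulated DMSO wells; values of inactives mirror those of a sister screen read the other way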
PLAP inhibition: PLAP enzyme inhibitors, biochemical, luminescence, HTS (AID 690); Alkaline phosphatase, placental type (Homo sapiens); purified PLAP, luminescent substrate; higher % means a stronger effect; one-dose inhibition, % at 20 µM; IC50 in µM for titrated hits; 0.08% of 96,000 active; in the data active = a potency from the dose series; inactive = the rest, 99 in 100 with inhibition below about 30%; note: strong numbers were not always called active
NFkB transloc pot: enhancers of NFkB p65 translocation in HUVEC – imaging, IL-1B stimulus, high-content imaging, primary screen. HUVEC IL-1B NFkB p65 nuclear translocation imaging. activation, % at 2 µM. 0.3% of 94,000 active. AID 819, 2007;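 active = activation above 40%, about the mean plus 3 SD, also judged a hit on visual image review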;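 note: percent activation is computed from the nuclear over cytoplasmic p65 intensity ratio; values of inactives mirror those of a sister screen read the other way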
MRP reversal cytotoxicity: second read-out of MRP reversal, no call of its own (marks repeat the call); viability, %; H69AR cells, CellTiter-Glo, 72 h; measured here: cytotoxicity without doxorubicin
MRP reversal with doxorubicin: second read-out of MRP reversal, no call of its own (marks repeat the call); viability, %; measured here: viability with 2 uM doxorubicin; stronger effect = lower value
IL1B NFkB inh cell count 2 µM: further read-out of IL1B NFkB inh, marked with its call; cell count; measured here: cells passing quality filter;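 raw number of nuclei counted in each imaged well without normalization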
NFkB transloc pot cell count 2 µM: also measured in NFkB transloc pot; calls as there; cell count; measured here: cells passing quality filter
The depositor's hits bear a star; nt = not tested or not shown. A portion of the library; rates above refer to the full screens.

SMILES	Bcl-B displacement	MRP reversal	MRP reversal cytotoxicity	MRP reversal with doxorubicin	IL1B NFkB inh	IL1B NFkB inh cell count 2 µM	PLAP inhibition	NFkB transloc pot	NFkB transloc pot cell count 2 µM
O=C(C(Cc1ccccc1)N1C(=O)C2C3C=CC(C3)C2C1=O)N1CCCCCC1 (stereo unspecified)	-7%	12	94	82	-12	133	-16%	12	133
O=C(CSc1nnc(-c2ccccc2Cl)n1Cc1ccco1)Nc1ccc2c(c1)OCCO2	0%	-22	71	93	-5	143	-68%	5	143
Cc1occc1C(=O)N1CCN(c2ccc(Cl)c(Cl)c2)CC1	-14%	-16	74	90	-18	158	-36%	18	158
O=C(Cn1c(=O)oc2ccccc21)Nc1ccc(S(=O)(=O)N2CCCCC2)cc1	0%	-18	51	69	-11	137	11%	11	137
CC(C)Cn1c(=O)c(C2=NS(=O)(=O)c3ccccc3N2)c(O)c2ccccc21	nt	nt	nt	nt	5	185	nt	-5	185
O=C(COc1ccc(-n2cnnn2)cc1)NC1CCCCC1	12%	15	99	84	nt	nt	0%	nt	nt
O=C(c1cccc(C(F)(F)F)c1)N1CCC(O)(CS(=O)(=O)Cc2ccccc2Cl)CC1	-10%	nt	nt	nt	-11	116	-30%	11	116
CCOCC(=O)NCc1ccc2c(c1)OCO2	-6%	1	91	90	0	189	-2%	0	189
[O-]/[N+](=C\c1ccccc1)[C@@H]1CCCC[C@@H]1/[N+]([O-])=C/c1ccccc1	8%	nt	nt	nt	12	12	-10%	-12	12
C/C(CC(=O)Nc1cc(Cl)ccc1Cl)=N\NC(N)=S	-5%	nt	nt	nt	2	126	-9%	-2	126
O=C(CN1CCN(S(=O)(=O)c2ccc(F)cc2)CC1)Nc1cccc(C(F)(F)F)c1	4%	-25	53	78	-5	119	-29%	5	119
COc1ccc(Cl)cc1Nc1nc(NCCO)nc(N2CCCC2)n1	0%	5	94	89	-10	152	-19%	10	152
CCc1sc(C(=O)Nc2cc(Cl)ccc2N2CCCCC2)cc1C	-4%	nt	nt	nt	-5	169	25%	5	169
CC(=O)N(CN1C(=O)c2ccc([N+](=O)[O-])cc2C1=O)c1ccc(F)cc1	5%	nt	nt	nt	nt	nt	-20%	nt	nt
O=C(c1ccc([N+](=O)[O-])cc1)N(Cc1ccc(Cl)cc1Cl)N1C(=O)CCCC1=O	7%	-3	80	83	16	122	8%	-16	122
CC(=O)c1cc(C#N)c(SCC(=O)OC(C)C)nc1C	-2%	1	82	81	-8	154	-11%	8	154
CN(CC(=O)N1CCN(c2ccccn2)CC1)S(=O)(=O)c1ccc2ccccc2c1	-3%	14	86	72	-5	108	-46%	5	108
CCN(CC)C(=O)c1cc2cc(Br)ccc2oc1=O	4%	-1	101	102	2	160	1%	-2	160
Cc1nc(SCCC(C)C)c([N+](=O)[O-])[nH]1	8%	14	94	80	-12	148	10%	12	148
CNc1nc(-c2ccccc2)cc(C(F)(F)F)c1C#N	1%	nt	nt	nt	-15	118	19%	15	118
Cn1c(=O)c2c(ncn2CC(=O)N2CCOCC2)n(C)c1=O	4%	0	85	86	14	125	-4%	-14	125
COc1ccc(C(=O)NCCn2cc(SCC(=O)Nc3nnc(C)s3)c3ccccc32)cc1	nt	-35	59	94	-10	95	nt	10	95
COc1ccc(C(=O)NC(Cc2ccccc2)c2ccc3c(c2)OCCCO3)cc1 (stereo unspecified)	4%	nt	nt	nt	-6	161	16%	6	161
CC(=O)c1cnc(N2CCCCC2)nc1C	-11%	nt	nt	nt	nt	nt	0%	nt	nt
Nc1c(S(=O)(=O)c2cccs2)c2nc3ccccc3nc2n1/N=C/c1cccc(O)c1	-18%	-7	4	11	3	197	-36%	-3	197

Whole records from above:
CC(=O)c1cc(C#N)c(SCC(=O)OC(C)C)nc1C reads Bcl-B displacement = -2%; MRP reversal = 1; MRP reversal cytotoxicity = 82; MRP reversal with doxorubicin = 81; IL1B NFkB inh = -8; IL1B NFkB inh cell count 2 µM = 154; PLAP inhibition = -11%; NFkB transloc pot = 8; NFkB transloc pot cell count 2 µM = 154
COc1ccc(C(=O)NC(Cc2ccccc2)c2ccc3c(c2)OCCCO3)cc1 (stereo unspecified) reads Bcl-B displacement = 4%; MRP reversal = nt; MRP reversal cytotoxicity = nt; MRP reversal with doxorubicin = nt; IL1B NFkB inh = -6; IL1B NFkB inh cell count 2 µM = 161; PLAP inhibition = 16%; NFkB transloc pot = 6; NFkB transloc pot cell count 2 µM = 161

The listing continues.
SMILES	Bcl-B displacement	MRP reversal	MRP reversal cytotoxicity	MRP reversal with doxorubicin	IL1B NFkB inh	IL1B NFkB inh cell count 2 µM	PLAP inhibition	NFkB transloc pot	NFkB transloc pot cell count 2 µM
Cc1ccnc(NC(=O)CCC(=O)N(CC(=O)NC2CCCCC2)c2cccc(C)c2C)c1	-12%	-2	74	76	0	159	-11%	-1	159
O=c1oc2cc(OCc3ccc([N+](=O)[O-])cc3)ccc2c2c1CCCC2	0%	nt	nt	nt	-25	137	8%	25	137
CC(C)CC(=O)OCc1cn(-c2ccccc2)nn1	15%	nt	nt	nt	-6	195	-8%	6	195
CCCCN(CCCC)c1nc2ccccc2nc1C(C#N)C(=O)NCCCOC (stereo unspecified)	-245%	1	83	82	0	118	-6%	0	118
COc1cnc(SCc2ccc(Cl)c(Cl)c2)nc1Cl	9%	nt	nt	nt	-20	156	-9%	20	156
COc1cccc(-c2nc(-c3ccc4c(c3)-c3ccccc3S4(=O)=O)c(-c3ccccc3)[nH]2)c1OC	nt	-11	70	81	-3	93	nt	3	93
COc1cc(NC(=O)C2CCCCC2)c(OC)cc1NC(=O)CN1CCCCC1	-1%	-10	71	81	8	100	-42%	-8	100
Cc1nc2c3ccccc3nc(SCC(=O)N3CC(C)CC(C)C3)n2n1 (stereo unspecified)	-7%	-3	20	23	-9	159	-37%	9	159
Cc1ccc(OCc2nnc(SCC(=O)Nc3ccc4c(c3)OCCO4)n2Cc2ccco2)cc1	-8%	8	83	75	20	108	-61%	-20	108
Cc1c(NC(=O)CSc2nnc(COc3ccccc3)n2-c2ccccc2)c(=O)n(-c2ccccc2)n1C	-3%	nt	nt	nt	-4	102	-32%	4	102
O=C(NCCN1CCOCC1)c1ccc(-c2ccccc2)cc1	-6%	10	93	83	-9	129	-11%	9	129
COc1cc(C(=O)OCn2nnc3ccccc3c2=O)cc(OC)c1OC	-7%	-16	70	86	-13	187	-39%	13	187
CCCCn1c(SCC(N)=O)nc2c(sc3ccccc32)c1=O	-49%	-29	61	91	-15	128	16%	15	128
O=C(c1cccs1)N1CCCC1	nt	0	90	90	-12	124	nt	12	124
CC1(C)Cc2c(sc3c2c(=N)n(Cc2ccco2)c(=O)n3CC(=O)Nc2ccc(Cl)cc2)CO1	-26%	44	88	45	nt	nt	-71%	nt	nt
CCn1c2ccccc2c2cc(NS(=O)(=O)c3ccc(C)cc3)ccc21	-2%	nt	nt	nt	1	118	11%	-1	118
Cc1ccc2nc3c(cc2c1)c(NC(=O)C1CCCO1)nn3CC(C)C (stereo unspecified)	4%	-4	76	80	8	116	-66%	-8	116
CC(=O)N1CCN(CCN=CC2=C(O)CC(c3cccs3)CC2=O)CC1 (stereo unspecified)	-1%	27	100	73	1	184	7%	-1	184
CCCC(c1c(C)n(C)n(-c2ccccc2)c1=O)c1c(C)n(C)n(-c2ccccc2)c1=O	-1%	-2	98	99	5	114	-9%	-5	114
CCSCCOC(=O)C1=C(C)NC(=O)NC1c1cc(OC)ccc1OC (stereo unspecified)	-2%	-1	85	86	nt	nt	14%	nt	nt
O=[N+]([O-])c1ccc(CSc2nnc(-c3cnccn3)o2)cc1	9%	nt	nt	nt	-2	150	12%	2	150
O=S(=O)(CCSc1ccccn1)c1nc2ccccc2s1	-5%	-1	2	3	2	103	18%	-2	103
CC1(C)C(=O)NCCN1C(=O)CCC(=O)O	nt	6	94	89	-34	140	nt	34	140
COCCNC(=O)C(c1ccc(C)o1)N(Cc1cccs1)C(=O)c1snc(C(N)=O)c1N (stereo unspecified)	-1%	5	91	86	-16	148	16%	16	148
CCCc1cc(=O)n2[nH]c(C)c(-c3ccccc3)c2n1	0%	-10	55	64	nt	nt	-90%	nt	nt

Sorted by the number under NFkB transloc pot cell count 2 µM (rising): some entries from above.
SMILES	Bcl-B displacement	PLAP inhibition	NFkB transloc pot	NFkB transloc pot cell count 2 µM
COc1cccc(-c2nc(-c3ccc4c(c3)-c3ccccc3S4(=O)=O)c(-c3ccccc3)[nH]2)c1OC	nt	nt	3	93
O=S(=O)(CCSc1ccccn1)c1nc2ccccc2s1	-5%	18%	-2	103
Cc1ccc2nc3c(cc2c1)c(NC(=O)C1CCCO1)nn3CC(C)C (stereo unspecified)	4%	-66%	-8	116
CCCCn1c(SCC(N)=O)nc2c(sc3ccccc32)c1=O	-49%	16%	15	128
CC(=O)N1CCN(CCN=CC2=C(O)CC(c3cccs3)CC2=O)CC1 (stereo unspecified)	-1%	7%	-1	184
COc1cc(C(=O)OCn2nnc3ccccc3c2=O)cc(OC)c1OC	-7%	-39%	13	187
CC(C)CC(=O)OCc1cn(-c2ccccc2)nn1	15%	-8%	6	195

Remaining list, next part
SMILES	Bcl-B displacement	MRP reversal	MRP reversal cytotoxicity	MRP reversal with doxorubicin	IL1B NFkB inh	IL1B NFkB inh cell count 2 µM	PLAP inhibition	NFkB transloc pot	NFkB transloc pot cell count 2 µM
Cn1nc(Oc2nc(N3CCOCC3)nc(N3CCOCC3)n2)ccc1=O	3%	0	90	90	-2	155	5%	2	155
COc1ccc(N=C(C)C2=C(O)CSC2=O)cc1	-4%	-9	78	87	-6	137	-6%	6	137
O=C(O)C=C1C2CC3CC(C2)CC1C3	-6%	-12	83	95	-2	116	6%	2	116
CC1(C)CC(=O)C2=C(C1)OC(N)=C(C#N)[C@@]21C(=O)N(CC(N)=O)c2ccccc21	-1%	nt	nt	nt	-10	120	-23%	10	120
Cc1nnc(SCCn2c(N3CCCCC3)nc3c2c(=O)n(C)c(=O)n3C)s1	nt	4	76	72	-4	153	nt	4	153
O=C(NCC1CCC(C(=O)O)CC1)OCc1ccccc1 (stereo unspecified)	0%	6	98	92	9	178	-25%	-9	178
O=C(CN1CCN(S(=O)(=O)c2ccc(F)cc2)CC1)Nc1ccccc1F	-12%	nt	nt	nt	-2	70	-5%	2	70
Cc1nn(-c2ccccc2)c(Cl)c1C(=O)Nc1c(C)n(C)n(-c2ccccc2)c1=O	0%	nt	nt	nt	7	88	-45%	-7	88
COc1ccc(NC(=O)CC(C)C)c([N+](=O)[O-])c1	3%	nt	nt	nt	6	173	-22%	-6	173
C#CCOC(=O)c1ccccc1C(=O)O	nt	1	106	105	0	144	nt	0	144
CCc1cc(C=C(Cl)Cl)oc(=O)c1C	-3%	-19	50	69	0	82	18%	0	82
CCCCN(C)C(=O)c1cn(CC)c2ccc(S(=O)(=O)N(C)C)cc2c1=O	-5%	8	104	95	nt	nt	9%	nt	nt
COc1ccc(S(=O)(=O)Nc2c(C)ccc3nsnc23)cc1OC	-9%	-5	79	83	nt	nt	-35%	nt	nt
CCOc1ccc(/C=C\C(C)=N\O)cc1	-6%	-29	48	76	-7	148	-5%	7	148
